# PAD4 FP inh: PAD4 (human) enzyme inhibition | AID 485272 | 330,000 tested, 0.41% active | Q9UM07 | inhibition, % at 6.36 µM | recombinant PAD4, RCA probe fluorescence polarization;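 active = percent inhibition above a cutoff equal to the mean of all tested compounds plus 3 SD, cut at about 15% in these data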;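 also: 0% = PAD4 with RCA probe and DMSO and 100% = probe without PAD4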
# Target sequence (Q9UM07 whole entry, looked up): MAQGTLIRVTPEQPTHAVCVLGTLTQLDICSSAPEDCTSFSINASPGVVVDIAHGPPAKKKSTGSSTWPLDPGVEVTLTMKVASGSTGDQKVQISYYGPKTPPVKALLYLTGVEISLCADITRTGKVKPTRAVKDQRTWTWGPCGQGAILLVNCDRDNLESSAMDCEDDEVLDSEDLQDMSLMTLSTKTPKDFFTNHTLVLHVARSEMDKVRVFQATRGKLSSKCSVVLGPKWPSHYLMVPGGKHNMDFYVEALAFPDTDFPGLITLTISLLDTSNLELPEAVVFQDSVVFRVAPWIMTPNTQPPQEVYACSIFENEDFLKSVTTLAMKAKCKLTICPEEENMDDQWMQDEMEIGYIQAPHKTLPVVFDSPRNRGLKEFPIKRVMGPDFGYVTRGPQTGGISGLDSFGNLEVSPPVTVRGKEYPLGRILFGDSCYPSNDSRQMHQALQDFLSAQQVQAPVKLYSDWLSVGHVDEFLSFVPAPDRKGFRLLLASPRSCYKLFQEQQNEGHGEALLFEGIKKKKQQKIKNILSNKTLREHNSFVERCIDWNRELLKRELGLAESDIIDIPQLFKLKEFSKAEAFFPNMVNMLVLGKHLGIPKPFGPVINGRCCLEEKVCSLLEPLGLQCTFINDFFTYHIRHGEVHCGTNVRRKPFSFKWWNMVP
# PAFAH2 inh: inhibitors of human PAFAH2; inhibition, % at 3.39 µM; recombinant PAFAH2, FP-rhodamine activity probe, fluorescence polarization; 340,000 tested, 0.99% active; Q99487;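 active = inhibition above the mean over all tested compounds plus 3 SD, cut at about 30% in these data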;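 also: inhibitors block probe labeling of enzyme so polarization drops; 0% = enzyme with DMSO and 100% = wells lacking PAFAH2 protein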
# ZTA DNA inh: ZTA (EBV) inhibition in EBNA-1 counter-screen; AID 2234; ZTA-DNA binding, fluorescence polarization; 320,000 tested, 0.15% active; inhibition, % at 11 µM; P03206; in the data active = inhibition above about 33%
# Target sequence (P03206 whole entry, looked up): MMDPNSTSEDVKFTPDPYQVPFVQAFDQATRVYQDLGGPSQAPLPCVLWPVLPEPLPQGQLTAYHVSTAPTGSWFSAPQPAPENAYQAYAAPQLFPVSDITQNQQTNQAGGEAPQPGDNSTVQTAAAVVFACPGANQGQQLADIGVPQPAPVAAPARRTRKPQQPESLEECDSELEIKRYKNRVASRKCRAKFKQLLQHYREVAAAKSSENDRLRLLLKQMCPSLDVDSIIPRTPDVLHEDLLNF
# PAFAH1B3 inh: blocks human PAF acetylhydrolase 1B catalytic subunit 3; Q15102; AID 492972; recombinant PAFAH1B3, FP-rhodamine probe, fluorescence polarization; 340,000 tested, 0.28% active; inhibition, % at 3.39 µM;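 active = inhibition above the screen-wide average of all tested compounds plus 3 SD, cut at about 25% in these data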;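 also: 0% = enzyme with DMSO only and 100% = wells lacking PAFAH1B3 protein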
# PREPL inh: inhibits the human prolyl oligopeptidase-like enzyme; recombinant PREPL, fluorescence polarization activity-based probe; 320,000 tested, 0.68% active; inhibition, % at 5.96 µM; in the data active = inhibition above about 43%;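 also: 0% = enzyme with DMSO and 100% = wells lacking enzyme; many of its hits are not listed in these tables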
# LYPLA2 inh: blocks human lysophospholipase 2, a PME1 counter-screen; inhibition, % at 5.9 µM; recombinant LYPLA2, FP-Rh probe fluorescence polarization; AID 2177; 320,000 tested, 0.38% active;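 active = inhibition above the screen-wide mean plus 3 SD, limit set per campaign, cut at about 26% in these data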;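 also: 0% = LYPLA2 with DMSO and 100% = wells lacking LYPLA2 enzyme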
# LYPLA1 counter: LYPLA1 (human) inhibition in PME1 counter-screen; O75608; recombinant LYPLA1, FP-Rh probe fluorescence polarization; inhibition, % at 5.9 µM; 320,000 tested, 0.16% active;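 active = inhibition above the mean of all tested compounds plus 3 SD, set per campaign, cut at about 14% in these data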;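 also: inhibitors block serine hydrolase probe labeling of LYPLA1 so polarization falls; 0% = enzyme with DMSO and 100% = wells lacking LYPLA1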
# GSTO1 inh: counter-screen for RBBP9 inhibitors: inhibitors of human GSTO1; 300,000 tested, 1.1% active; inhibition, % at 5.96 µM; recombinant GSTO1, activity-based probe fluorescence polarization; AID 1974; P78417;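 active = inhibition above the campaign mean inhibition plus 3 SD, cut at about 35% in these data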;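 also: 0% = GSTO1-1 with DMSO and 100% = wells lacking GSTO1-1 enzyme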
# EBNA-1 inh: blocks EBNA-1 binding to DNA | AID 1950 | EBNA-1 DNA binding, fluorescence polarization | inhibition, % at 14.8 µM | 300,000 tested, 0.34% active; in the data active = inhibition above about 28%
# The depositor's hits bear a star; nt = not tested or not shown.
SMILES,PAD4 FP inh,PAFAH2 inh,ZTA DNA inh,PAFAH1B3 inh,PREPL inh,LYPLA2 inh,LYPLA1 counter,GSTO1 inh,EBNA-1 inh
COc1ccc(NC(=O)Cn2c(=O)n(-c3ccc(OC)cc3OC)c(=O)c3c(C)c(C)sc32)cc1,-1,-8,-4,-5,-2,-7,-4,-2,5
CN1CCCN(C(=O)CNC(=O)c2ccccc2Br)CC1,-5,8,nt,2,16,nt,nt,nt,nt
Cc1ccccc1C(=O)c1c[nH]c(C(=O)NCCCn2ccnc2)c1,-2,4,-2,-6,1,9,5,-5,2
COC(=O)C1CN(C(=O)c2ccc(OC(F)F)cc2)c2ccccc2O1 (stereo not drawn),2,-5,-14,3,2,0,-5,8,-9
CCOC(=O)c1sc(N2N=C(C)C(N=Nc3cccc(C)c3)C2=O)nc1C (stereo not drawn),-2,8,22,2,21,1,1,4,-3
CCCCn1c(N)c(N(CC(C)C)C(=O)c2cc(S(=O)(=O)N3CCCCC3)ccc2C)c(=O)[nH]c1=O,-2,3,-7,-1,2,2,2,1,-4
Cc1ccc(S(=O)(=O)NCCC(=O)NC2CCCCC2C)cc1 (stereo not drawn),-1,1,25,3,-2,5,1,nt,nt
CC(C)COC(=O)Nc1nnc(Cc2ccccc2)s1,5,0,5,2,-12,-7,-1,-9,5
CCCCc1nnc(NC(=O)c2ccccc2OCc2c(C)noc2C)s1,-2,-3,8,7,-7,-2,-3,-2,-5
Nc1cc(CN2C(=O)c3ccccc3C2=O)cc(Cl)c1O,-5,7,-6,3,25,-4,-2,18,0
O=C(CC1CCCCC1)NCCOc1ccccc1,-3,6,4,4,3,-3,-1,1,3
CCC1(C)Cc2c(sc3nc(NC)n(C)c(=O)c23)CO1 (stereo not drawn),2,4,-4,3,0,7,3,-4,6
O=C(C1CC(=O)N(c2ccc(F)cc2)C1)N1CCN(c2ccccc2)CC1 (stereo not drawn),-2,2,5,7,28,4,8,0,6
Cc1ccc(CNC(=O)CN2C(=O)COc3ccc(S(=O)(=O)N4CCCCC4)cc32)o1,0,-2,-8,7,0,-10,4,5,-16
O=C(CCCc1nc(-c2ccccc2Cl)no1)N1CCOCC1,-5,-8,15,3,0,-2,-2,4,-14
COc1ccc(C(=O)NC(C(=O)NCc2ccccc2OC)C(C)C)cc1 (stereo not drawn),-1,-1,-4,1,-3,0,-1,1,3
COc1cccc(/C=N/NC(=O)c2[nH]c(C)c(C(=O)N/N=C/c3cccc(OC)c3)c2C)c1,-3,-16,-2,3,14,-20,-20,-17,3
COc1cc(CNC(C)C23CC4CC(CC(C4)C2)C3)ccc1OCC(=O)NC(C)(C)C (stereo not drawn),-2,0,-2,8,-2,-2,-2,-3,-3
CC1CCN(C(C)C(=O)Nc2ccccc2-c2ccccc2)CC1 (stereo not drawn),-2,-8,-1,6,-3,-11,-3,2,-5
O=C(NCc1ccco1)C1CCCN(c2ncnc3c2nc2n3CCCCC2)C1 (stereo not drawn),-1,-3,12,3,-1,-4,0,0,1
C=CCNC(=S)N1CCN(S(=O)(=O)c2ccc(C)cc2)CC1,-5,-12,-1,3,-3,-12,0,-4,-5
COc1ccc(/C(C)=N/OC/C(O)=C(\C#N)c2nc3ccccc3[nH]2)cc1OC,-1,-2,-12,-1,0,-5,-3,20,-3
CCOC(=O)CC1Sc2ccccc2NC1=S (stereo not drawn),6,nt,15,nt,6,4,0,2,17
COC(=O)c1ccccc1NC(=O)NCc1ccncc1,3,2,-13,9,10,7,0,9,-2
CN(C(=O)COC(=O)C12CC3CC(CC(Cl)(C3)C1)C2)c1ccccc1,0,19,nt,13,4,nt,nt,nt,nt
O=C(COc1ccccc1Cl)NCC(c1cccs1)N1CCOCC1 (stereo not drawn),-3,-3,-5,1,6,6,-1,-7,-4
COc1ccc2cc(/C=N/O)c(Cl)nc2c1,3,-2,2,-1,-6,-2,-1,5,19
CC1(C)Oc2ccc(NC(=O)C3COc4ccccc4O3)cc2O1 (stereo not drawn),-3,-7,-11,0,3,-2,-1,7,7
CCc1ccccc1NC(=O)COC(=O)C1C2CC3OC(=O)C1C3C2 (stereo not drawn),1,40*,-6,5,-7,-2,1,-6,-6
Cc1ccc(N)c(C(O)(C(F)(F)F)C(F)(F)F)c1,2,2,6,14,20,5,2,6,9
COC(=O)c1c(SCC(=O)Nc2ccc(C)cc2)nc(=O)[nH]c1C,0,6,13,8,-3,-1,1,-7,1
O=C1CC(c2ccccc2Cl)=NN(c2ncnc3ccccc23)C1=O,-5,4,1,4,11,-4,-6,-15,6
Cc1ccc(N=Cc2c(O)n(-c3ccc4c(c3)OCO4)c(=O)c3ccccc23)cc1,0,0,-8,0,0,1,-5,0,-1
CC(C)N(CCO)Cc1nc(C(c2ccccc2)c2ccccc2)no1,0,-3,-21,-2,4,15,8,7,3
CCn1c(C)nc2cc(C(=O)NN=Cc3ccc([N+](=O)[O-])cc3)ccc21,1,8,nt,7,7,nt,nt,nt,nt
Cc1cc(-c2nnc(SCC(=O)Nc3ccccc3C(F)(F)F)o2)c(C)n1-c1ccccc1,4,-3,-4,5,17,6,2,0,-6
CCSc1nc2c(cnn2-c2ccc(C)c(C)c2)c(=O)[nH]1,2,8,7,6,1,-6,-2,9,13
CCC(=O)c1cn(CC(=O)Nc2cc(C)ccc2C)c2ccccc12,-6,-7,-6,1,-12,0,-3,-9,0
CCCn1c(=O)c(C(=O)NCC2CCCO2)c(O)c2ccccc21 (stereo not drawn),3,-1,-1,7,-1,-5,-1,-2,-6
CN(C)c1ccc(NC(=O)CN2CCN(S(=O)(=O)c3cc(Cl)ccc3Cl)CC2)cc1,-4,10,-3,1,31,-3,0,-2,-9
O=C(c1ccccc1)c1ccc2c(c1)OCCCO2,2,-3,-5,-5,0,8,-1,-1,-7
COc1ccc(OCc2cc(C(=O)NCc3nc(C)cs3)no2)c(Cl)c1,5,-4,10,8,-23,-5,-4,3,5
Cc1noc(C)c1C(=O)Nc1nc(-c2ccc(F)cc2)cs1,4,0,-12,4,13,10,0,nt,nt
COc1ccc(CC(NC(C)=O)C(=O)NC2CCN(S(=O)(=O)c3ccc(NC(C)=O)cc3)CC2)c(OC)c1 (stereo not drawn),2,4,-4,-2,-9,-8,-1,1,3
O=C(CCC(=O)N1CCN(c2ccc(F)cc2)CC1)c1ccc(F)cc1,5,nt,1,nt,-10,-2,-2,0,4
CCSc1nnc(NC(=O)C2CC(=O)N(Cc3ccccc3)C2)s1 (stereo not drawn),-1,5,-19,-6,6,0,-4,11,5
Cc1cc(C(=O)OCC(=O)N(CC(C)C)c2c(N)n(Cc3ccccc3)c(=O)[nH]c2=O)c(C)o1,6,2,0,2,-7,3,4,11,6
Cc1ccc(N2C(=O)C(CC(=O)Nc3cccc(F)c3)N(CCc3ccncc3)C2=O)cc1 (stereo not drawn),-2,-5,-2,-6,-3,0,0,4,-1
Cc1ccccc1NS(=O)(=O)c1ccc2c(c1)oc(=O)n2C,0,4,-11,12,3,-4,0,2,2
COc1ccc([C@H]2CC(=O)C=C(c3ccccc3-c3ccccc3)C2)cc1,-3,-9,5,4,17,5,0,nt,nt
Cc1ccc(NC(=S)N(CCN2CCCCC2)Cc2ccco2)cc1Cl,2,4,6,6,24,2,-2,0,6
Cc1cc2nn(-c3ccc(Cl)cc3)nc2cc1N,-3,1,5,16,4,-8,-4,12,0
CCn1c(=O)c(C(=O)NCCc2ccc(Cl)cc2)c(O)c2ccccc21,-2,-2,-17,3,0,-3,0,0,-1
O=C(CSc1nnc(CN2CCOCC2)n1-c1ccccc1)N1CCc2ccccc21,-5,-2,10,0,10,8,3,8,4
COc1cc(NC(=O)COC(=O)c2ccccc2F)cc(OC)c1,3,18,-14,1,2,1,-2,3,-9
Cc1ncc(CO)c2c1Oc1nc(-c3ccccc3)nc(SCC(=O)Nc3cccc(O)c3)c1C2,-12,-33,-3,-14,-32,-60,-27,-51,-9

# Continued.
SMILES,PAD4 FP inh,PAFAH2 inh,ZTA DNA inh,PAFAH1B3 inh,PREPL inh,LYPLA2 inh,LYPLA1 counter,GSTO1 inh,EBNA-1 inh
CC1CCCN(CCCNC(=O)CN2C(=O)COc3ccccc32)C1 (stereo not drawn),-3,5,3,7,6,0,3,8,-23
CCN(CC)S(=O)(=O)c1ccc(N2CC(C(=O)NCCC3=CCCCC3)CC2=O)cc1 (stereo not drawn),3,7,-8,3,8,12,-1,nt,nt
Cc1ccc(OCCN(C)C(=O)C2CCC(=O)N(Cc3ccccc3F)C2)cc1 (stereo not drawn),1,4,9,5,14,-1,3,1,1
COc1ccccc1-n1c(SCC(=O)Nc2ccc(C)cc2)nc(O)cc1=O,4,-3,16,-4,-2,-15,-8,4,3
Cc1ccccc1OCC(O)CN1CCN(c2ccc(Cl)cc2)CC1 (stereo not drawn),3,-3,2,10,23,2,-2,14,1
CC(NC(=O)c1cc(=O)[nH]c2ccccc12)c1ccc(F)cc1F (stereo not drawn),-7,9,-5,0,-7,5,2,-1,-3
COc1ccc(C)cc1NC(=O)COCC(=O)O,-2,-4,-2,2,5,0,1,1,5
CCc1nnc(NC(=O)C2CCCN2C(=O)Nc2ccccc2OC)s1 (stereo not drawn),-4,-3,-18,-2,-6,1,0,8,-13

# In another format: entries from further up
# Below each SMILES: PAD4 FP inh	PAFAH2 inh	ZTA DNA inh	PAFAH1B3 inh	PREPL inh	LYPLA2 inh	LYPLA1 counter	GSTO1 inh	EBNA-1 inh
Cc1ccccc1OCC(O)CN1CCN(c2ccc(Cl)cc2)CC1 (stereo not drawn)
→ 3	-3	2	10	23	2	-2	14	1
CC(NC(=O)c1cc(=O)[nH]c2ccccc12)c1ccc(F)cc1F (stereo not drawn)
→ -7	9	-5	0	-7	5	2	-1	-3
COc1ccc(C)cc1NC(=O)COCC(=O)O
→ -2	-4	-2	2	5	0	1	1	5

# Going on with the list:
SMILES,PAD4 FP inh,PAFAH2 inh,ZTA DNA inh,PAFAH1B3 inh,PREPL inh,LYPLA2 inh,LYPLA1 counter,GSTO1 inh,EBNA-1 inh
Cc1ccc(C2=NOC(C)(c3nnc(-c4ccc(F)cc4)o3)C2)cc1 (stereo not drawn),3,-1,-24,0,-6,-2,0,-3,2
Cc1cc(Nc2nc3ccccc3nc2Cl)n(-c2ccc([N+](=O)[O-])cc2)n1,3,-1,1,16,16,4,0,-20,1
CCCC(C)NC(=O)c1ccc2[nH]c3c(c2c1)CC(C)CC3 (stereo not drawn),2,4,-5,7,1,3,3,0,-9
O=C(Nc1ncnc2c1CCC2)C12CC3CC(CC(C3)C1)C2,-2,4,-12,-4,18,2,2,9,-2
CC(C)CC(=O)c1c[nH]c(C(=O)NCc2cccs2)c1,-1,2,-5,-4,-1,-4,-1,6,11
CCOC(=O)c1c(NC(=O)C2C3CCC(O3)C2C(=O)O)sc2c1CCCC2 (stereo not drawn),-2,5,2,4,7,-6,-3,2,4
CC(C)c1cc(CNC(=O)C2CCC(=O)N(CCc3ccc(Cl)cc3)C2)on1 (stereo not drawn),-8,8,-2,-2,11,0,1,7,-2
CC(=O)c1ccc(NC(=O)CSc2nnc(-c3ccco3)c(-c3ccco3)n2)cc1,-4,27,6,17,-1,5,-4,35*,-7
CCCNC(=O)CC1Sc2ccccc2NC1=O (stereo not drawn),0,8,-14,9,4,0,4,5,12
CC(=O)NCCn1c(SCc2cc(F)ccc2F)nc2ccccc2c1=O,1,-6,-3,1,11,-3,-1,4,-17
O=C(OCC(=O)N1CCN(c2ccccc2)CC1)C1=COCCO1,4,-1,-24,12,19,3,3,67*,-16
CCN(Cc1ccccc1)C(=O)COC(=O)c1cc(=O)[nH]c2ccccc12,-5,0,13,2,-24,2,0,3,0
CC(C)CNc1cc(=O)n(C)c(=O)n1C,-2,-2,-5,5,17,4,1,-12,-20

# From PubChem

# The list is partial (hit frequency here may not be typical).
